NCI-60 one-dose screen, 48 h, at 10 µM unless noted. Numbers give growth in % (100 = growth as untreated, 0 = no growth, -100 = all killed).
HCC-2998: HCC-2998 colon cancer | hit rate 4.7% among 79,000
SW-620: SW-620 colon cancer; hit rate 5.2% among 82,000; AID 1794795
SNB-75: SNB-75 CNS cancer | hit rate 5% among 79,000
HT29: HT29 colon cancer; hit rate 7.4% among 81,000
KM12: KM12 colon cancer cells | hit rate 5% among 82,000
HCT-116: HCT-116 colon cancer; hit rate 7.3% among 82,000; AID 1794798
COLO 205: COLO 205 colon cancer; hit rate 7.3% among 79,000
NCI-H322M: NCI-H322M lung cancer; hit rate 2.7% among 80,000; AID 1794733
HCT-15: HCT-15 colon cancer; hit rate 5.2% among 82,000; AID 1794746
* hit, by the source's call; nt = not tested or not shown; & = joins results of further samples; ! = not confirmed by another sample. How the source made its calls: active means growth percent below 10; inactive means the rest.

SMILES	HCC-2998	SW-620	SNB-75	HT29	KM12	HCT-116	COLO 205	NCI-H322M	HCT-15
CCOC(=O)/C=C/c1ccc(C(=O)OCC)[nH]1	44	19	70	15	27	26	16	57	24
O=C(Nc1ccc(Cl)cc1)NN1CCCCCC1	107	102	107	107	102	105	107	110	100
CCCCCCCCCCOC(C)=O	109	106	81	106	113	112	116	107	107
CCC(CC)NCC(C)OC(=O)c1ccc([N+](=O)[O-])cc1 (configuration not stated)	116	103	99	100	109	103	111	nt	99
COc1cc(C2CC(=O)Nc3c(-c4cccc(F)c4)nsc32)cc2c1OCO2 (configuration not stated)	109	100	67	95	100	83	111	87	95
O=CNc1cc2c(cc1Br)-c1ccccc1C2O (configuration not stated)	100	113	100	102	108	94	96	98	92
CCCCNCC(=O)Nc1ccc(C(=O)OCC)cc1	100	105	108	87	103	86	nt	105	91
Cc1ccc2c(C3NNC(=S)N3)cc(=O)oc2c1C (configuration not stated)	120	106	97	105	106	101	111	97	101
O=C1C2C3C=CC(O3)C2C(=O)N1Cc1ccncc1 (configuration not stated)	102	106	94	102	100	99	109	107	105
CCNCCCn1c2c(c3ccc([N+](=O)[O-])cc3c1=O)C(=O)c1cc(OC)cnc1-2	-8.1*	-27*	-24*	-11*	-3.9*	-70*	-31*	2.1*	-12*
CC(=O)c1c(C)nc2ccccc2c1/C=C/c1ccccc1	116	96	nt	96	108	79	117	93	100
O=C1Nc2cc(-c3cccc(O)c3)ccc2/C1=C/c1ccc[nH]1	15	19	-14*	83	0.2*	12	84	22	9.9*
Cc1ccc(NC(=O)Cn2c(-c3nonc3NC(=O)c3ccc(F)cc3)nc3ccccc32)cc1F	94	84	11	67	71	63	78	81	83
Nc1ccc(S(=O)(=O)c2ccc(N=Cc3ccccc3)cc2)cc1	103	104	91	109	109	88	98	110	99
CCOC(=O)CNP(=O)(OC[C@@H](Cc1ccccc1)NC(=O)c1cc2ccccc2s1)Oc1ccccc1 (some centres not stated)	nt	47	35	57	42	72	87	93	44
CCCCCCCC[C@@H]1C=CC(=O)N1CCCCCCC(=O)OC	104	106	91	113	111	108	110	nt	107
CC(C)OC(=O)Nc1ccccc1F	88	102	91	101	102	107	107	101	100
O=C=Nc1ccc(Cc2ccc(N=C=O)cc2)cc1	138	112	74	110	109	105	124	110	108
N/C(=N\N=C\c1ccccn1)c1ccccn1	93	111	110	102	102	99	104	88	95
CC(=O)OCc1ccc([N+](=O)[O-])cc1	nt	114	110	nt	108	113	119	116	110
COc1ncnc2c1ncn2CC#CCCl	97	110	91	112	117	134	111	165	97
COC(=O)c1nnn(-c2cccc(C(F)(F)F)c2)c1N	98	97	86	110	85	93	106	88	89
COc1ccc(Oc2nc(Cl)nc(NC3CCCCCC3)n2)cc1	110	104	89	87	104	84	107	nt	86
Cn1c(=O)c2c(nc(CCCCc3nc4c(c(=O)n(C)c(=O)n4C)n3C)n2C)n(C)c1=O	108	112	96	96	113	105	118	114	106
Cc1ccc(NC(=O)C#N)cc1	108	102	93	104	109	102	104	101	98
Continuation.
SMILES	HCC-2998	SW-620	SNB-75	HT29	KM12	HCT-116	COLO 205	NCI-H322M	HCT-15
COC(=O)c1ccc(Cn2c(-c3ccccc3)cc(-c3ccccc3)c(C#N)c2=O)cc1	102	98	78	98	100	90	104	99	88
Nc1c(C(=O)Nc2ccncc2)sc2nc3c(cc12)CCCCCCCC3	-54*	-69*	-96*	-93*	-80*	-76*	-83*	-54*	-82*
CCOC(=O)C1C(=O)C=C(c2cnccn2)CC1c1ccc(OC)c(OC)c1 (configuration not stated)	99	106	105	93	102	80	nt	103	99
O=C(Nc1ccccc1-c1n[nH]c(=S)[nH]c1=O)C(F)(F)F	97	100	83	97	101	94	103	100	105
Cc1cc(NCc2cc(Nc3ccnc4cc(Cl)ccc34)ccc2F)nc(N2CCSCC2)n1	3.4*	-14*	-32*	-27*	15	-29*	-38*	43	1.9*
O=C(Cn1cc[n+](CC(=O)c2ccc(-c3ccccc3)cc2)c1)Nc1cccc2cccnc12	52	85	63	60	32	72	74	96	101
COc1cc2c(cc1OC)/C(=C\C#N)NCC2	104	101	75	103	108	94	111	97	92
Nc1ccc(S(=O)(=O)Nc2ccc(Cl)nn2)cc1	104	106	182	110	100	113	112	116	106
Cc1ccc(C(c2c(O)c3cc(Br)ccc3[nH]c2=O)c2c(O)c3cc(Br)ccc3[nH]c2=O)cc1	94	102	84	97	88	82	111	97	79
CN1C(=O)CC(c2ccccc2)C1=O (configuration not stated)	98	109	99	105	112	101	120	94	107
C=CCONC(=O)Oc1ccccc1	99	105	93	99	126	89	119	106	111
O=S(=O)(NCCCNc1cc(-c2c(-c3cccc(O)c3)nc3sccn23)ccn1)c1ccc(Cl)cc1	103	117	19	93	99	86	92	103	89
COc1cccc(C2=NN(C(C)=O)C(c3cc(OC)c(OC)c(OC)c3)C2)c1 (configuration not stated)	16	17	-30*	8.7*	36	27	22	77	32
COc1ccc(CCNC(=O)[C@H](O)[C@@H](N)Cc2ccccc2)cc1OC	106	114	nt	101	110	109	120	99	101
CCCc1nc2ccccc2c(=O)n1CC(=O)n1nc(C)cc1C	101	95	83	103	112	110	110	100	103
COc1ccc(N=C(C)C2C(=O)c3ccccc3C2=O)cc1	101	95	87	68	87	88	126	85	84
CCCCCCC(=O)C(C)C	105	106	95	109	103	101	112	97	102
C=C(C)[C@@H]1CC[C@]2(C(=O)NCCCCNC(=O)C(Cl)Cl)CC[C@]3(C)[C@H](CC[C@@H]4[C@@]5(C)CC[C@H](OC(C)=O)C(C)(C)[C@@H]5CC[C@]43C)[C@@H]12	87	46	86	46	58	36	64	79	60
COc1cc2c(=O)n(CCCN(C)C)c3c4cc[nH]c4ncc3c2cc1OC	56	25	48	16	19	17	13	43	55
O=S1(=O)CCC(N(/N=C/c2ccco2)c2ccccc2)C1 (configuration not stated)	98	95	132	96	103	97	117	102	nt
Nc1c(C(=O)Nc2cccc(C(F)(F)F)c2)sc2nc3c(cc12)CCCCCC3	37	46	-34*	0.1*	30	-18*	49	11	19
COc1ccc(NC(=O)c2sc3nc(C)c(Br)c(C)c3c2N)cc1	102	107	79	95	102	96	105	97	107
O=S(=O)(NCCNc1nccc(-n2ccc3cccnc32)n1)c1ccc(Cl)cc1	107	106	nt	98	97	97	108	95	95
CC(=O)OCC(=O)C1(O)CCC2C3CC(C)C4=CC(=O)C=CC4(C)C3=CCC21C (configuration not stated)	105	115	100	109	113	95	119	123	113
CCOC(OCC)c1nc(N)[nH]c(=O)c1CCCCc1ccccc1	102	108	85	103	105	98	96	106	105
Later entries:
SMILES	HCC-2998	SW-620	SNB-75	HT29	KM12	HCT-116	COLO 205	NCI-H322M	HCT-15
Cc1nn(-c2ccccc2)c2ncc3c(c12)C(=O)N(c1ccccc1)C3=O	103	108	85	106	115	97	112	116	109
CN(C)S(=O)(=O)Oc1ccc(-c2ccc3sccc3c2)cc1	102	96	117	96	104	93	110	nt	96
CC(C)n1cc(/C=N\N=C2\C(=O)Nc3ccccc32)c2ccccc21	101	97	68	98	106	99	107	101	110
CCCCCCCCCCCCN(C)CCCCCCCCCCCC	106	90	128	90	109	96	112	103	89
CC(=O)[C@H]1CC[C@H]2[C@@H]3CCC4=CC(=O)CC[C@]4(C)[C@H]3C=C[C@]12C	105	89	91	50	84	87	90	100	89
CCC(O)(C#CCl)CC	95	94	91	109	105	93	104	104	104
O=C(CSc1ccc2nnc(-c3cccc(F)c3)n2n1)Nc1ccc2c(c1)OCO2	109	93	-22*	100	74	62	112	85	66
CCCCc1nc(Cl)c(C2CC(c3ccc(Cl)cc3)=NN2C(C)=O)[nH]1 (configuration not stated)	104	94	82	88	97	91	108	97	97
C=CCn1c(SCC(=O)NCc2cc(C)c(O)c(C)c2)nc2ccc(Cl)cc2c1=O	110	102	67	102	104	102	116	97	96
C#CCn1cnc2c(Nc3cccc(NC(=O)CCl)c3)ncnc21	78	21	33	27	38	13	19	81	23
COc1ccccc1C(=O)O	129	110	89	112	102	112	115	118	107
Oc1cc(OCc2ccccc2)ccc1-c1[nH]ncc1Oc1ccccc1	110	107	99	90	97	98	107	102	92
COc1ccc2nc3ccccc3c(NCc3ccc(Cl)cc3)c2c1	-88*	13	58	-2.3*	40	6.8*	-62*	25	5.0*
Nc1nc2c(N=Nc3ccc(Br)cc3)c(N)nn2c(-c2ccc(Cl)cc2)c1-c1nc2ccccc2s1	97	101	80	100	101	98	101	100	100
Cc1cccc2c3c(sc12)C(c1ccc(Cl)cc1)c1c(nc(CC(=O)Nc2ccccc2)[nH]c1=O)O3 (configuration not stated)	86	41	31	74	38	38	101	77	47
O=C(/C=C/c1cccc(Cl)c1)c1ccc(O)c(CN2CCN(c3cc4c(cc3F)c(=O)c(C(=O)O)cn4C3CC3)CC2)c1	61	21	29	4.4*	51	6.6*	136	38	18
O=C1OC[C@@H]2Sc3[nH]c(=O)sc3[C@H](c3ccc(F)cc3)[C@H]12	104	92	105	98	109	100	103	88	100
CC(=O)Nc1ccc(S(=O)(=O)N/N=C(\C)c2ccc(C)cc2C)cc1	101	101	77	105	110	102	103	nt	100
CNC(=O)Sc1ccc(C)c(N(C)C)c1	nt	101	101	103	107	95	103	120	96
CC(=O)Nc1c(Cl)c2c(c(Cl)c1Br)-c1ccc(Cl)cc1C2	104	92	91	100	96	94	78	87	98
C=CCc1ccc(OC(C)=O)c(OC)c1	105	106	91	95	100	90	107	101	105
CC1(C)[C@@H](OC(=O)c2cccnc2)CC[C@]2(C)[C@H]3C(=O)C=C4[C@@H]5C[C@@](C)(C(=O)O)CC[C@]5(C)CC[C@@]4(C)[C@]3(C)CC[C@@H]12	100	107	94	95	93	88	114	95	105
O=C(CCBr)NCc1ccccc1	106	106	92	107	103	105	108	124	100
O=C1OC(N(Cc2ccc(Cl)cc2)c2ccccc2)c2ccccc21 (configuration not stated)	102	101	115	87	98	97	104	90	104
O=C(NOCc1cscn1)Nc1ccccc1	91	103	101	98	102	105	109	nt	107
The list continues.
SMILES	HCC-2998	SW-620	SNB-75	HT29	KM12	HCT-116	COLO 205	NCI-H322M	HCT-15
COC(=O)[C@]1(C)CCC[C@]2(C)[C@H]3C[C@H]4C(C(C)C)=C[C@]3(CC[C@H]21)[C@@H]1C(=O)NC(=O)[C@@H]14	106	90	104	70	96	86	101	117	92
Cc1ccc2c(c1)C1(Nc3cc(Cl)ccc3S1)C(=O)N2C (configuration not stated)	100	90	70	109	93	94	89	nt	75
Sc1cccc2cccnc12	40	39	53	16	25	11	24	36	30
COC(=O)c1ccccc1NC(=S)Nc1ccc(S(=O)(=O)Nc2ccc(Cl)nn2)cc1	98	100	95	117	104	107	119	101	105
Cc1ccc(NC(=O)n2ncc3cc(Nc4ncnc5ccccc45)ccc32)cc1Cl	94	104	112	62	95	87	nt	95	77
COc1ccc2[nH]cc(-c3nc(-c4cn(C)c5c(Cl)nccc45)cs3)c2c1	62	-5.3*	62	9.1*	32	44	33	75	0.1*
CC1CCCN(CCCOc2ccc(-c3ccc(C#N)cc3)cc2)C1 (configuration not stated)	89	95	95	29	95	72	81	84	73
C=C(C)[C@@H]1CC[C@]2(CNCCO)CC[C@]3(C)[C@H](CC[C@@H]4[C@@]5(C)CCC(N)[C@@](C)(CO)[C@@H]5CC[C@]43C)[C@@H]12 (some centres not stated)	-8.2*	-60*	73	-57*	-2.9*	-90*	nt	47	32
COCOc1ccc(/C=C2\Oc3cc(O)ccc3C2=O)cc1	104	105	93	116	109	105	107	96	98
COc1cc(-c2cc(C(=O)N3CCN(C(=O)c4ccccc4NCc4ccco4)CC3)nc3cc(-c4ccccc4)nn23)cc(OC)c1OC	66	14	8.0*	1.3*	13	20	-17*	13	29
O=C1C=CC(=O)N1c1ccc2ccccc2c1	106&100	-15*!	105&89	-43*!	104&103	55&45	-42*	103&118	91&56
CC(C)c1ccc(C(=O)C2CC2)cc1	109	103	90	99	105	103	114	100	102
C[n+]1cccc(C(N)=O)c1	102	109	101	95	nt	113	112	118	104
Nc1cc(C(F)(F)F)ccc1Cl	103	105	89	102	180	103	127	104	106

14 entries out of the list, arranged by length of the SMILES, low to high.
SMILES	HCC-2998	SW-620	SNB-75	HT29	KM12	HCT-116	COLO 205	NCI-H322M	HCT-15
Sc1cccc2cccnc12	40	39	53	16	25	11	24	36	30
C[n+]1cccc(C(N)=O)c1	102	109	101	95	nt	113	112	118	104
Nc1cc(C(F)(F)F)ccc1Cl	103	105	89	102	180	103	127	104	106
O=C(NOCc1cscn1)Nc1ccccc1	91	103	101	98	102	105	109	nt	107
CC(C)c1ccc(C(=O)C2CC2)cc1	109	103	90	99	105	103	114	100	102
O=C1C=CC(=O)N1c1ccc2ccccc2c1	106&100	-15*!	105&89	-43*!	104&103	55&45	-42*	103&118	91&56
CC1CCCN(CCCOc2ccc(-c3ccc(C#N)cc3)cc2)C1 (configuration not stated)	89	95	95	29	95	72	81	84	73
O=C1OC(N(Cc2ccc(Cl)cc2)c2ccccc2)c2ccccc21 (configuration not stated)	102	101	115	87	98	97	104	90	104
Cc1ccc(NC(=O)n2ncc3cc(Nc4ncnc5ccccc45)ccc32)cc1Cl	94	104	112	62	95	87	nt	95	77
COc1ccc2[nH]cc(-c3nc(-c4cn(C)c5c(Cl)nccc45)cs3)c2c1	62	-5.3*	62	9.1*	32	44	33	75	0.1*
COC(=O)c1ccccc1NC(=S)Nc1ccc(S(=O)(=O)Nc2ccc(Cl)nn2)cc1	98	100	95	117	104	107	119	101	105
COc1cc(-c2cc(C(=O)N3CCN(C(=O)c4ccccc4NCc4ccco4)CC3)nc3cc(-c4ccccc4)nn23)cc(OC)c1OC	66	14	8.0*	1.3*	13	20	-17*	13	29
COC(=O)[C@]1(C)CCC[C@]2(C)[C@H]3C[C@H]4C(C(C)C)=C[C@]3(CC[C@H]21)[C@@H]1C(=O)NC(=O)[C@@H]14	106	90	104	70	96	86	101	117	92
C=C(C)[C@@H]1CC[C@]2(CNCCO)CC[C@]3(C)[C@H](CC[C@@H]4[C@@]5(C)CCC(N)[C@@](C)(CO)[C@@H]5CC[C@]43C)[C@@H]12 (some centres not stated)	-8.2*	-60*	73	-57*	-2.9*	-90*	nt	47	32

Screens deposited in PubChem BioAssay by NCI.
